BaF3 parental – parental Ba/F3 viability inhibition as JAK2V617F counter-screen. inhibition, % at 5.6 µM. AID 1486. CellTiter-Glo ATP luminescence. hit rate 1.1% among 220,000;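 active = inhibition above a per-campaign cutoff, the mean inhibition of all tested compounds plus 3 SD, cut at about 27% in these data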;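 also: 0% = DMSO wells and 100% = JAK Inhibitor I control wells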
zfTRPN1 agonist – activates the zebrafish TRPN1 channel | activation, % at 3 µM | HEK293 zebrafish TRPN1-YFP, Fluo-8 calcium fluorescence; 100% = response to 87 µM carbachol | AID 1424 | hit rate 0.18% among 220,000;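 active = activation above its plate's cutoff, the mean activation of test wells on that plate plus 3 SD, cut at about 19% in these data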;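 also: 0% = DMSO alone and 100% = 87 µM carbachol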
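Assay system: Zebrafish TRPN1-YFP in HEK293 cells | Incubation: Dye loading 1 h at 37 °C, then 30 min room temperature | Measured by: Kinetic Fluo-8 fluorescence, ex 470-495, em 515-575 nm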
TRPML3 ag – human mucolipin-3 channel agonism; HEK293 TRPML3-YFP, Fluo-8 calcium fluorescence; 100% = the carbachol control signal; activation, % at 3 µM; hit rate 0.29% among 220,000; AID 1448;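 active = activation above its plate's cutoff, the mean activation of the plate's test wells plus 3 SD, cut at about 12% in these data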;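 also: 0% = DMSO only wells and 100% = carbachol wells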
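Material: TRPML3-YFP stable HEK293 cells | Dosing: One concentration, 3 µM nominal, 0.3% DMSO | Timing: 125 s total fluorescence read per well | Technique: Fluo-8 calcium dye fluorescence, ex 470-495, em 515-575 nm | Measure: Percent activation from peak-to-basal fluorescence ratio, scaled between DMSO and carbachol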
PPC-1+TRAIL kill – compounds killing PPC-1 cancer cells with TRAIL present (potentiator screen, no TRAIL-free arm); cell killing (% activity), % at 4 µM; PPC-1 cells + TRAIL, ATPLite viability luminescence; hit rate 0.41% among 220,000;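 active = cell killing above 50% in the first pass at 4 µM, then a duplicate retest at 5 µM averaging 50% or more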;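 also: plate controls were cells with TRAIL plus DMSO for no effect and medium-only wells lacking cells for full effect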
RBBP9 inhibitor – blocks human serine hydrolase RBBP9 | O75884 | hit rate 0.2% among 220,000 | recombinant RBBP9, FP-Rh probe fluorescence polarization | inhibition, % at 7.94 µM | AID 1515;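 active = inhibition above the campaign mean of all tested compounds plus 3 SD, cut at about 14% in these data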;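 also: plate controls were DMSO wells with RBBP9 for no effect and wells lacking RBBP9 protein for full effect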
Target sequence (O75884 whole entry, looked up): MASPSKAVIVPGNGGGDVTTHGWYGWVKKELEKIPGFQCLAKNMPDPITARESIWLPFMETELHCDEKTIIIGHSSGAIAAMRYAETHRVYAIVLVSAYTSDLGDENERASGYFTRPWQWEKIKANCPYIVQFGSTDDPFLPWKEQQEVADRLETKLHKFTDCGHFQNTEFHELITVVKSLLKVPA
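system = RBBP9 protein | input = RBBP9 at 2.5 µM in dispensed solution, before mixing | measured by = fluorescence polarization (mP), excitation 525 nm, emission 598 nm | incubation = enzyme-compound preincubation 30 min, then probe labeling 45 min, 25 °C | buffer or medium = Tris-NaCl-Pluronic buffer, pH 8.0 | compound = single dose 7.94 µM | also added = FP-Rh probe, 375 nM dispensing solution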
Ba/F3 V617F tox – lowers viability of Ba/F3 cells expressing EpoR and JAK2V617F. ATP luminescence. inhibition, % at 5.6 µM. hit rate 1.1% among 220,000. AID 1446;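 active = inhibition above the campaign mean plus 3 SD over all tested compounds, cut at about 24% in these data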;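 also: cytokine-independent growth of Ba/F3 cells driven by EpoR plus mutant JAK2; 0% = DMSO-treated cells and 100% = JAK inhibitor I control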
Wee1 degr inh – human Wee1 degradation inhibition, primary screen | P30291 | HeLa Luc-Wee1K328M stability, luciferase luminescence; 100% = proteasome inhibitor MG132 effect | reporter increase, % at 5 µM | hit rate 1.2% among 220,000 | AID 1321;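 active = activation above the mean of all tested compounds plus 3 SD, set per screening run, cut at about 8.8% in these data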;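 also: cells exposed to compound for 20 h before luminescence read; 0% = DMSO alone and 100% = MG132 at 30 µM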
Target sequence (P30291 whole entry K328M): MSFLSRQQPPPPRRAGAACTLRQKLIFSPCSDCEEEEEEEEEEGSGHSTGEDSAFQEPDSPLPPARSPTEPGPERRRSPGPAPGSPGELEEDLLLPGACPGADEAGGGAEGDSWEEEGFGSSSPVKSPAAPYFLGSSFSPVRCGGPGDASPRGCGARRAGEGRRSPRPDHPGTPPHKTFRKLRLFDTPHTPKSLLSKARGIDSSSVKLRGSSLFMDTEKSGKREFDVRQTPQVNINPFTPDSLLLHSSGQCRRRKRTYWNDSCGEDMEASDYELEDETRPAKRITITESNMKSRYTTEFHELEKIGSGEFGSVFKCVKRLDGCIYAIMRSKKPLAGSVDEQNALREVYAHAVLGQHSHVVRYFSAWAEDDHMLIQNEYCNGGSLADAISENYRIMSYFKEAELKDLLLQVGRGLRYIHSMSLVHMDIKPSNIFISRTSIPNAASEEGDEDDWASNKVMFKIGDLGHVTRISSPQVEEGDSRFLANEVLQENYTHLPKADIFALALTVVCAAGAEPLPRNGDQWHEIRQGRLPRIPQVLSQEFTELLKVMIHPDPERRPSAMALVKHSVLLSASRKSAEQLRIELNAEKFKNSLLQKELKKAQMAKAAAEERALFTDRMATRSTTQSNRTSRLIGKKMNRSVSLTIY
TNF death inh – inhibitors of TNF-alpha induced necroptosis in Jurkat FADD-/- cells. Jurkat FADD-/- TNF necroptosis rescue, ATP luminescence, 24 h; 0 = TNF only, 100 = no-TNF cells. activation (protection from cell death), % at 10 µM. hit rate 0.068% among 220,000. AID 463075;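 active = activation, meaning protection from cell death, of at least 50% relative to plate controls; inactive = activation below 50%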;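 also: necroptosis triggered by 40 ng/mL TNF-alpha added together with compound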
CHOP inhibitor – blocks CHOP induction under ER stress; CHO-K1 CHOP-promoter luciferase, tunicamycin-induced, 15-18 h; inhibition, % at 10 µM; hit rate 3.8% among 220,000; AID 2732;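 active = compounds that reduced the stress-induced luciferase reporter signal by more than about 70% of percent inhibition, limit read from the data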;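 also: 0% = tunicamycin plus vehicle and 100% = wells without tunicamycin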
Starred values were filed as active, the others as inactive; / = not tested or not shown.

item	smiles	CHOP inhibitor	BaF3 parental	Ba/F3 V617F tox	TNF death inh	zfTRPN1 agonist	PPC-1+TRAIL kill	Wee1 degr inh	RBBP9 inhibitor	TRPML3 ag
1	Cc1c(CCO)c(=O)n(C)n1C(=O)c1ccc(F)cc1	-19.3	4.5	6.3	-3.8	2.3	20.2	-1.3	1.5	0.5
2	COCCCNC(=O)CCn1c(=O)c2ccccc2n(Cc2cccc([N+](=O)[O-])c2)c1=O	0.4	3.4	0.5	0.9	-0.1	4.7	-0.7	-3.5	0.1
3	Cc1nc(SCC(=O)Nc2c(C)n(C)n(-c3ccccc3)c2=O)[nH]c(=O)c1Cc1ccccc1	-9.6	2.5	-0.7	-3.3	2.0	6.2	1.2	-10.1	0.3
4	O=C(OCc1cncs1)c1ccccc1	8.4	5.9	3.9	-0.6	1.4	-4.7	-2.1	-2.5	0.6
5	Cc1ccc(CC(=O)N2CC(C)OC(C)C2)cc1 (stereo not given)	19.1	4.4	2.1	-0.6	-0.3	19.1	-1.7	-4.2	0.2
6	CN(C)S(=O)(=O)c1ccc(NC(=S)NC(=O)c2ccc(Br)o2)cc1	7.5	9.8	7.2	0.1	1.2	4.0	3.4	-3.5	-0.5
7	c1ccc(CCc2nn3c(Cn4nnc5ccccc54)nnc3s2)cc1	41.1	-1.5	-2.7	0.7	1.3	29.1	1.7	-10.8	0.5
8	COc1cc(/C=C(/NC(=O)c2ccc(Cl)cc2Cl)C(=O)O)cc(OC)c1OC	-14.5	5.2	1.0	-0.3	1.9	-3.7	-2.5	1.4	1.1
9	CCC(=O)Nc1cccc(-c2nc3ccccc3c(=O)o2)c1	-6.7	3.2	-0.3	0.4	-0.5	20.8	1.7	-0.9	-0.4
10	CCOC(=O)CNC(=O)c1ccc(Br)s1	-17.8	-0.6	-3.4	0.6	-0.4	13.7	2.3	5.2	-0.2
11	CNC(=S)N/N=C/c1cn(Cc2ccc(C)cc2)c2ccccc12	22.0	9.1	2.6	22.5	-1.4	12.6	2.0	-4.2	-0.7
12	Cc1nnc(N2C(=O)c3oc4ccccc4c(=O)c3C2c2ccco2)s1 (stereo not given)	9.3	6.3	-1.0	1.7	0.9	0.0	-3.8	-8.7	0.7
13	CCOC(=O)c1ccc(NC(=S)N2CCSC2c2ccc(Br)cc2)cc1 (stereo not given)	46.6	6.3	-0.3	-1.3	10.5	1.3	0.0	-0.9	5.7
14	Nc1nonc1C(=O)NCCNCc1ccccc1	31.6	1.3	-0.3	-0.8	0.6	13.6	-0.8	-6.6	0.7
15	CS(=O)(=O)N(CC(=O)N1CCCCCC1)c1ccccc1	67.5	4.9	3.2	1.0	1.2	12.9	-0.3	3.4	0.9
16	Cc1nnsc1S(=O)(=O)Cc1ccccc1C(F)(F)F	19.5	6.2	-2.1	0.8	-0.6	14.7	2.7	-9.6	0.7
17	CCNc1nc(NC(C)C)nc(OCC)n1	-1.4	8.3	4.1	-1.1	0.6	-0.7	-0.7	-4.8	0.4
18	CCn1c(SCC(=O)N/N=C/c2ccc(OC)c(OC)c2)nc2ccccc21	21.0	1.8	1.3	-4.8	0.7	13.0	1.9	-5.1	0.5
19	CC(=O)N/N=C/c1c(C)[nH]n(-c2ccccc2)c1=O	55.9	7.7	1.7	0.2	0.2	-2.1	-2.3	-7.5	0.4
20	O=C(Nc1nc2ccccc2[nH]1)C1CCN(S(=O)(=O)c2cccs2)CC1	-0.4	2.3	-2.9	1.0	2.7	-11.0	3.0	-5.7	2.9
21	C=C(C)c1cccc(C(C)(C)NC(=O)NCc2ccc(OC)c(OC)c2)c1	17.3	-2.8	-4.3	0.6	-1.9	-1.8	0.7	-2.2	-0.9
22	CC(C)c1ccccc1OCCNC(=O)c1cncc(Br)c1	29.3	5.2	1.4	0.6	-0.9	4.0	-0.9	-6.8	0.3
23	Cn1nc(C(=O)OCc2ccc(Br)cc2F)c2ccccc2c1=O	44.4	4.1	4.7	-1.0	2.0	11.6	4.1	-6.0	1.3
24	COc1ccc(NC(=O)CN(C)C(C)C(=O)N2CCCCC2)cc1 (stereo not given)	2.4	-0.4	-3.8	0.1	0.3	3.2	-1.2	-2.9	0.2
25	O=C(Nc1ncc2c(n1)CC(c1ccco1)CC2=O)c1ccco1 (stereo not given)	1.3	-2.5	-3.3	-0.8	0.5	10.7	0.0	2.5	0.1
26	O=C(O)CCC(=O)N1N=C(c2cccs2)CC1c1cn(-c2ccccc2)nc1-c1ccccc1 (stereo not given)	3.3	6.2	0.2	0.1	1.1	-9.5	-2.5	0.8	1.1
27	COc1ccc(OCCNC(=O)/C=C/c2ccccc2)cc1	11.9	-1.2	-3.0	0.7	-1.3	7.0	1.2	-4.0	-0.9
28	O=C(NC1CCCCC1)c1sc(N2CCOCC2)nc1-c1ccccc1	-17.7	8.0	0.6	-0.6	-0.8	19.8	2.1	-1.9	0.3
29	Cc1cccc2cc(COC(=O)c3ccco3)c(=O)[nH]c12	6.1	3.6	-1.7	0.2	-0.8	-2.8	4.1	1.9	0.7
30	CCCS(=O)(=O)Nc1c(C(=O)OC)[nH]c2ccccc12	23.7	6.9	4.1	1.5	-0.4	22.2	-2.0	4.0	1.4

5 entries from above, set out differently:
Order of results: CHOP inhibitor	BaF3 parental	Ba/F3 V617F tox	TNF death inh	zfTRPN1 agonist	PPC-1+TRAIL kill	Wee1 degr inh	RBBP9 inhibitor	TRPML3 ag
23: Cn1nc(C(=O)OCc2ccc(Br)cc2F)c2ccccc2c1=O
 : 44.4	4.1	4.7	-1.0	2.0	11.6	4.1	-6.0	1.3
24: COc1ccc(NC(=O)CN(C)C(C)C(=O)N2CCCCC2)cc1 (stereo not given)
 : 2.4	-0.4	-3.8	0.1	0.3	3.2	-1.2	-2.9	0.2
25: O=C(Nc1ncc2c(n1)CC(c1ccco1)CC2=O)c1ccco1 (stereo not given)
 : 1.3	-2.5	-3.3	-0.8	0.5	10.7	0.0	2.5	0.1
26: O=C(O)CCC(=O)N1N=C(c2cccs2)CC1c1cn(-c2ccccc2)nc1-c1ccccc1 (stereo not given)
 : 3.3	6.2	0.2	0.1	1.1	-9.5	-2.5	0.8	1.1
27: COc1ccc(OCCNC(=O)/C=C/c2ccccc2)cc1
 : 11.9	-1.2	-3.0	0.7	-1.3	7.0	1.2	-4.0	-0.9

(next part)
item	smiles	CHOP inhibitor	BaF3 parental	Ba/F3 V617F tox	TNF death inh	zfTRPN1 agonist	PPC-1+TRAIL kill	Wee1 degr inh	RBBP9 inhibitor	TRPML3 ag
31	CCn1nc(C)c(NS(=O)(=O)c2ccccc2)c1C	20.7	10.0	7.5	-0.3	2.1	24.7	-0.1	-9.0	0.9
32	Cc1cc(C(F)(F)F)c(C#N)c(Sc2ccccc2)n1	67.3	3.7	-0.9	-5.4	-0.5	-5.9	4.2	2.2	1.0
33	CCOc1ccc(-c2[nH]nc3c2C(c2cccnc2)C(C#N)=C(N)O3)cc1 (stereo not given)	39.3	-1.2	-0.5	-1.8	-0.5	-4.3	1.9	-2.4	-0.1
34	O=C(N/N=C\c1c(O)ccc2ccccc12)c1ccc(Cn2cccn2)o1	47.0	7.1	9.8	-6.2	4.5	40.4	1.3	-1.2	0.9
35	Cc1cc(NO)nc(-c2ccc(Br)cc2)n1	/	5.9	-1.4	-13.4	1.3	-5.9	-0.8	-13.8	0.4
36	CC(NC(=O)c1ccc([N+](=O)[O-])cc1[N+](=O)[O-])c1ccc(-c2ccccc2)cc1 (stereo not given)	9.9	7.1	1.6	3.7	1.6	-15.1	3.1	-1.6	0.3
37	CCOc1ccccc1Oc1coc2cc(OC)ccc2c1=O	-5.2	2.6	1.9	-0.9	1.0	19.8	0.5	-6.4	1.1
38	CSc1nc(C=Nc2ccccc2Cl)c(O)n1Cc1cccc(Cl)c1	-1.0	4.8	-5.0	0.7	-0.7	14.9	5.6	0.8	0.0
39	Cc1cc(C)cc(-n2c(SCC(=O)NCc3ccc4c(c3)OCO4)nc3ccccc3c2=O)c1	16.1	0.3	-1.4	1.3	-0.9	8.9	-2.6	-8.5	0.4
40	O=C(Cc1ccc(S(=O)(=O)N2CCCCC2)s1)Nc1ccc(F)cc1F	1.6	4.3	-1.6	0.7	-1.0	0.6	-2.6	2.3	-0.4
41	O=C(Nc1ccccc1)OC1CCS(=O)(=O)C1 (stereo not given)	6.7	4.2	3.1	0.6	1.5	11.7	-0.1	-3.1	0.7
42	CCS(=O)(=O)N1CCCC(C(=O)c2ccc(OC)cc2C)C1 (stereo not given)	0.2	4.4	-3.4	0.6	-0.2	13.2	-0.5	1.0	-0.2
43	CCOCc1c(C(=O)Nc2cc(OCC)c(N3CCOCC3)cc2OCC)oc2ccccc12	-1.0	-0.9	-2.8	1.1	0.6	-0.4	-3.2	0.1	1.2
44	O=C(COC(=O)c1c[nH]c(=O)[nH]c1=O)Nc1ccccc1F	2.4	4.9	3.4	-0.2	1.1	9.0	-1.2	-4.1	1.4
45	CCCC1c2ccc(C)n2CCN1C(=O)Nc1ccccc1Cl (stereo not given)	-9.0	6.0	-2.2	1.1	0.0	8.0	7.0	-10.8	0.1
46	CCC(=O)N1CCc2cc(Br)cc(S(=O)(=O)NCC3CCCN3CC)c21 (stereo not given)	-14.2	12.0	1.0	-1.0	-0.7	47.4	-2.8	-3.9	0.5
47	Cn1c(=O)[nH]c(=O)c2c1nc(Br)n2CCCSc1nc2ccccc2o1	-7.9	7.1	2.8	-12.1	3.0	30.9	-2.0	-9.8	2.8
48	CCOC(=O)N1CCc2c(sc(NC(=O)Cc3ccccc3)c2C(=O)c2ccc(OC)cc2)C1	-14.8	-1.1	-1.1	5.4	-0.9	2.5	-0.1	-2.9	0.0
49	COCCCn1c(=N)c(C(=O)NCc2ccc3c(c2)OCO3)cc2c(=O)n3ccccc3nc21	-32.0	-2.5	-1.3	0.6	-0.5	4.3	1.1	-3.8	0.2
50	O=C1N(CC(=O)N2CCc3ccccc32)CCN1Cc1ccc(Cl)cc1	32.2	2.4	-0.9	-0.1	0.9	28.6	-1.1	2.2	0.4
51	Nc1cc(N)nc(SCC(=O)Nc2ccccc2)n1	-18.4	2.3	-1.8	0.4	-1.1	27.3	1.5	5.4	0.9
52	COC(=O)c1ccc(CSc2n[nH]c(-c3ccccc3)n2)o1	14.2	-0.8	-0.7	1.9	-2.2	-4.0	2.6	4.4	0.0

A few values from the results shown:
TNF death inh result of `CCC(=O)N1CCc2cc(Br)cc(S(=O)(=O)NCC3CCCN3CC)c21` (stereo not given) is entered as -1.0
RBBP9 inhibitor result of `Cn1nc(C(=O)OCc2ccc(Br)cc2F)c2ccccc2c1=O` is entered as -6.0
